OX1R FRET antag = antagonists of human orexin 1 receptor (OX1R). Orexin/Hypocretin receptor type 1 (Homo sapiens), O43613. OX1R-expressing cells, FRET antagonist read-out. inhibition, % at 6.6 µM. actives 1.8% (n = 330,000); in the data active = inhibition mostly above about 38%, no sharp cut-off; inactive = mostly below about 40%;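 note: 0% = agonist challenge alone and 100% = reference antagonist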
Target sequence (O43613 whole entry, looked up): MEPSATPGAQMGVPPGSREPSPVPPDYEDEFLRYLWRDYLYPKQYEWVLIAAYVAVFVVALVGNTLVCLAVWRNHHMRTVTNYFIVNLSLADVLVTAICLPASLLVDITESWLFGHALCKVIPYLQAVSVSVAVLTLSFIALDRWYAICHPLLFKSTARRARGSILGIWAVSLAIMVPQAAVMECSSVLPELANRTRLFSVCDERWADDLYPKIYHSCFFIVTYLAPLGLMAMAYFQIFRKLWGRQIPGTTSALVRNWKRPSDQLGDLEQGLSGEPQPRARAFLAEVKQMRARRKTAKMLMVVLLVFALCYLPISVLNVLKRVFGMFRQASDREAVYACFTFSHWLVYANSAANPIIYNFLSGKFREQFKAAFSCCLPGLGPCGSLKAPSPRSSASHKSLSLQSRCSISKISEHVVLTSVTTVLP
STK33 kinase inh = inhibitors of purified STK33 kinase, primary screen, biochemical, ADP-Glo luminescence, homogeneous, cell-free; Serine/threonine-protein kinase 33 (Homo sapiens), Q9BYT3; MBP phosphorylation; inhibition, % at 10 µM; actives 0.073% (n = 320,000);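 active = inhibition at or above 25%, using the most active replicate where run in duplicate; inactive = inhibition below 25%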
Target sequence (Q9BYT3 whole entry, looked up): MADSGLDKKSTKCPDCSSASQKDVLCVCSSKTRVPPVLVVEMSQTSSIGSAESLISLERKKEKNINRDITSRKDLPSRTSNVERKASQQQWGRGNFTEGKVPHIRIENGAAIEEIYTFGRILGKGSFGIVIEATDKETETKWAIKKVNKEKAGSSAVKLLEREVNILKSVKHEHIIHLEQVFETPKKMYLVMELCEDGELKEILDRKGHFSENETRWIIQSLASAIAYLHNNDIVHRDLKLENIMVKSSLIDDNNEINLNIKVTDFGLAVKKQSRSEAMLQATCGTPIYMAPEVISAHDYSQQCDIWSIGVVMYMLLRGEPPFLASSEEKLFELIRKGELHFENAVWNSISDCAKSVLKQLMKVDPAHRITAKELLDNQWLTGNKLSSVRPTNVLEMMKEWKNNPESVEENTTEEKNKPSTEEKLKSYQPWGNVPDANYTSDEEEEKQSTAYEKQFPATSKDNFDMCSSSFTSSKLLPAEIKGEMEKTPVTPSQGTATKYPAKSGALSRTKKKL
KCNQ2 inh = KCNQ2 potassium channel inhibitors, primary screen, cell-based, CHO-K1, FluxOR thallium flux, B-score (AID 2156); B-score at 10 µM; actives 1.1% (n = 310,000); 20 min; hits give low values; Potassium voltage-gated channel subfamily KQT member 2 (Rattus norvegicus), O88943;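 active = fluorescence ratio B-score at most minus 3 library SDs, with starting brightness B-score within 2 library SDs, cut at about -5.5 in these data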
An asterisk follows results filed as active; i = inactive; / = no result given.

OX1R FRET antag	STK33 kinase inh	KCNQ2 inh	molecule
5	-0.3	i	O=c1c2ccccc2nc2n1CCS2(=O)=O
8	-0.3	i	COc1ccc(C(=O)/C=C2\NCCc3cc(OC)c(OC)cc32)cc1OC
26	1.0	i	O=C(NNC(=O)c1ccncc1)Nc1cccc([N+](=O)[O-])c1
7	-1.4	i	CC(=O)c1ccc(NC(=O)c2cc3ccccc3o2)cc1
2	-0.7	i	CCCCCCCc1n[nH]c(=S)n1Cc1ccccc1
8	-0.5	i	COc1cc2nc(C3CCC3)n(NC(=O)c3ccco3)c(=O)c2cc1OC
0	-0.9	i	CCOc1ccc(NC(=O)CN2CCN(CC(=O)Nc3ccc4c(c3)OCO4)CC2)cc1
9	-0.8	i	CCc1ccc(CNCc2ccc(F)cc2)cc1
3	2.5	i	CCc1nc2cc(Cl)c(Cl)cc2[nH]1
18	1.5	i	CC(=O)c1cc2c(cc1NC(=O)CN1CCCCCC1)OCO2
16	11	i	CC(C)NC(=O)c1ccc2c(=O)n(C3CCCC3)c(=S)[nH]c2c1
17	0.7	i	CCCOC(=O)Nc1ccc(C(N)=O)cc1
18	-1.7	i	O=C(Nc1ccc(F)c(Cl)c1)c1cc(-c2ccco2)on1
13	-0.8	i	CCn1c(SCC(=O)O)nnc1-c1ccc2[nH]c(C)c(C)c2c1
9	0.7	i	COc1cccc(NC(=O)CN(C)C(=O)c2c(-c3ccccc3)noc2C)c1
13	0.1	i	Cc1cccc(OC(C)C(=O)Nc2ccc(S(=O)(=O)N3CCCC3)cc2)c1 (stereo not given)
-3	-0.8	i	CC(C)NC(=O)NC(=O)CN1c2cccc3cccc(c23)S1(=O)=O
5	-0.7	/	CC(C)C(NC(=O)c1ccc(C(C)(C)C)cc1)C(=O)Nc1ccc(N2CCOCC2)cc1 (stereo not given)
4	-2.4	i	Cc1ccc2c(c1)N(CC(=O)N1CCN(c3nc4ccccc4s3)CC1)C(=O)C(C)O2 (stereo not given)
38	0.3	i	COc1cccc2cc3c(=O)oc4ccccc4c3nc12

Brought forward from above: two entries, followed by the next part.
OX1R FRET antag	STK33 kinase inh	KCNQ2 inh	molecule
4	-2.4	i	Cc1ccc2c(c1)N(CC(=O)N1CCN(c3nc4ccccc4s3)CC1)C(=O)C(C)O2 (stereo not given)
38	0.3	i	COc1cccc2cc3c(=O)oc4ccccc4c3nc12
19	-1.9	i	COc1ccc(C2CC(=O)c3sc(NC(C)=O)nc3C2)cc1 (stereo not given)
9	-0.4	i	CC(C)(C)c1nnc2sc(SCC(=O)N3CCCc4ccccc43)nn2c1=O
4	-2.1	i	COc1ccc(CC(=O)Nc2ccc(C(=O)NCC(C)C)cc2)cc1
16	-1.5	i	COc1ccc2c(c1)c(=O)cc(-c1ccccc1)n2C
4	-0.3	i	Cc1nn(C)c(C(=O)N2CCN(C(=O)c3ccco3)CC2)c1[N+](=O)[O-]
11	1.0	/	O=C(COc1cccnc1[N+](=O)[O-])Nc1c(Cl)cccc1Cl
20	-0.8	i	Cc1nc2cc(C(=O)OCC(=O)Nc3cccc(Cl)c3)ccc2n1-c1ccccc1
9	0.2	i	Cc1ccc(C(=O)NN2C(=O)C3C4C=CC([C@@H]3C2=O)C42CC2)cc1 (stereo not given in full)
10	/	i	C=CCN1C(=O)C2(OCCCO2)c2cc(CCCC)ccc21
7	-2.8	i	COc1cccc(CNC(=O)CCS(=O)(=O)c2ccc3c(c2)NC(=O)CS3)c1
16	-0.3	/	O=C(CSc1nnnn1-c1cccc(F)c1)NC1CC1
7	0.0	i	O=C(c1ccc(Cl)cc1)[C@@H]1[C@@H]2C(=O)N(c3cccc4ccccc34)C(=O)[C@@H]2C2c3ccccc3C=NN21 (stereo not given in full)
26	-1.1	i	COc1ccc(OC)c(C2=C/C(=C/c3ccccn3)C(=O)O2)c1
17	-0.1	i	CCC(Cc1ccccc1)NC(=O)c1ccc2nc(N3CCOCC3)sc2c1 (stereo not given)
11	0.8	i	CC(=O)c1ccc(O)c(CC=C(C)C)c1
20	/	i	COc1cccc(NC(=O)C(=O)NCCCN2CCCC2=O)c1
14	1.6	i	CCOc1ccccc1N1CC(C(=O)N2CCc3ccccc3C2)CC1=O (stereo not given)
/	-0.7	i	Cc1ccc2c(c1)cc(C(=O)N[C@@H](Cc1ccccc1)C(=O)O)n2C
56	-0.6	i	O=C(C1CCCN(S(=O)(=O)c2ccccc2)C1)N1CCCc2ccccc21 (stereo not given)
7	-1.7	i	O=C1c2[nH]nc(-c3ccccc3O)c2C(c2ccccc2)N1Cc1ccco1 (stereo not given)

Continuation.
OX1R FRET antag	STK33 kinase inh	KCNQ2 inh	molecule
29	-0.2	i	Cc1ccc(NC(=O)Cn2nnc(-c3ccc4c(c3)OCO4)n2)cc1F
3	-0.4	i	Cc1cccc(C(=O)NCCc2csc(C)n2)c1
16	-2.2	i	CCC(=O)NC(c1cccs1)c1cc([N+](=O)[O-])c2cccnc2c1O (stereo not given)
44	/	i	CCCn1c(C)cc(/C=C(\C#N)C(=O)OCC(=O)NC(=O)NCC)c1C
4	0.6	i	CCCCOCCCN1CC(=O)N2C(C)c3[nH]c4ccccc4c3C[C@H]2C1=O (stereo not given in full)
23	-1.4	i	CCOC(=O)C1(CCc2ccccc2)CCN(Cc2cnc(N(C)C)s2)CC1
9	1.5	i	Clc1ccc(Cl)c2sc(N3CCCC3)nc12
22	-0.3	i	COc1nc(NCCO)nc(Nc2cc(Cl)ccc2OC)n1
2	-0.5	i	c1ccc2c(c1)C(=NC1CCCCC1)NC2=NC1CCCCC1
13	-0.1	i	Cc1ccc2cc(CN(CC3CCCO3)C(=O)NC3CCCCC3)c(=O)[nH]c2c1C (stereo not given)
7	-0.5	i	O=C(O)C1CC(O)CN1C(=S)Nc1ccccc1 (stereo not given)
7	-0.9	i	COc1ccc(CN=Nc2cc(C)nc(NS(=O)(=O)c3ccccc3Cl)n2)cc1
14	0.0	i	CC1(C)CC(=O)C2=C(C1)OC(c1cccs1)C(C#N)=C2N (stereo not given)
4	/	i	CN1C(=O)/C(=C/c2ccc(OCc3ccccc3F)cc2)N(C)C1=S
20	-0.4	i	N#CCSc1nnc(-c2ccccc2O)n1CCc1ccccc1
32	-0.6	i	Cc1cc(C)c(C#N)c(SCC(=O)c2ccccc2)n1
30	-0.4	i	O=C(CSc1nc2ccc(NC(=O)c3ccccc3C(=O)O)cc2s1)Nc1c(Cl)cccc1Cl
/	1.3	i	COc1ccc(NC(=O)NCCCCc2ccccc2)cc1
16	-2.6	i	c1ccc(CN2CCN(c3nc(NCc4ccco4)c4ccccc4n3)CC2)cc1
9	0.9	/	CCOc1cc(N2CCOCC2)c(OCC)cc1NC(=O)c1nn(CC)c(=O)c2ccccc12

Arranged by the number under OX1R FRET antag (low to high): some entries from above
OX1R FRET antag	STK33 kinase inh	KCNQ2 inh	molecule
5	-0.7	/	CC(C)C(NC(=O)c1ccc(C(C)(C)C)cc1)C(=O)Nc1ccc(N2CCOCC2)cc1 (stereo not given)
7	-0.9	i	COc1ccc(CN=Nc2cc(C)nc(NS(=O)(=O)c3ccccc3Cl)n2)cc1
9	0.2	i	Cc1ccc(C(=O)NN2C(=O)C3C4C=CC([C@@H]3C2=O)C42CC2)cc1 (stereo not given in full)
13	0.1	i	Cc1cccc(OC(C)C(=O)Nc2ccc(S(=O)(=O)N3CCCC3)cc2)c1 (stereo not given)
14	0.0	i	CC1(C)CC(=O)C2=C(C1)OC(c1cccs1)C(C#N)=C2N (stereo not given)

More structures follow:
OX1R FRET antag	STK33 kinase inh	KCNQ2 inh	molecule
10	-1.5	i	CCN(CCO)Cc1csc2ccccc12
17	-2.4	/	CC(C)(C)OC(=O)C[C@@H]1C/C=C\C[C@@H](CC(=O)N(CCO)Cc2ccccc2)C(=O)NC[C@@H](c2ccccc2)OC1=O
25	-2.5	i	CCOC(=O)c1cc2ccc(OC)cc2oc1=O
2	0.1	i	COC(=O)C1(C)NC(c2ccccc2C)C2C(=O)N(c3ccccc3)C(=O)C21 (stereo not given)
14	-0.5	i	COc1cc(/C=C2\SC(=S)N(CCC(=O)NC3CCCC3)C2=O)cc(OC)c1OC
4	-3.7	i	COC(=O)/C(=C\Nc1ccc(Cl)cc1Cl)NC(=O)c1ccccc1
5	-1.7	i	CCCC(c1nnnn1C1CCCCC1)N1CCN(c2ncccn2)CC1 (stereo not given)
15	1.5	i	Cn1nc(C(=O)Nc2ccc(S(=O)(=O)NCc3ccco3)cc2)c2ccccc2c1=O
2	-0.4	i	O=C(CSC(=S)N1CCCC1)NCC(=O)Nc1ccccc1Br
0	-1.3	i	O=C(Nc1cc(C(F)(F)F)ccc1N1CCOCC1)c1cccs1
3	-1.2	i	Oc1ccc(N2CCN(CC(O)c3ccccc3)CC2)cc1 (stereo not given)
9	0.1	i	O=C(CSc1ccc(Cl)cc1)NC1CCCC1
13	-0.6	i	NC(=O)NS(=O)(=O)Oc1ccccc1
40	0.5	i	Cc1cc(C)c2c(=O)n(-c3ccccc3)[nH]c2n1
21	0.8	i	C/C(=N/NC(=O)c1sc(NS(=O)(=O)c2ccc(C)cc2)nc1C)c1sc(N)nc1C
9	-1.3	i	O=C(c1ccccc1)c1ccc2c(c1)OCCOCCOCCO2
19	0.3	i	Cc1ccc(OCC(=O)N/N=C\c2c(C)n(C)c3ccccc23)c([N+](=O)[O-])c1
34	0.2	i	CCOc1ccc(CN(C)CC(=O)Nc2cccc(S(=O)(=O)N(C)c3ccccc3)c2)cc1
13	-0.5	i	COC(=O)c1ccc2c(c1)NC(=O)C(N1CCCCC1)S2 (stereo not given)
6	-0.4	i	COC(=O)c1c(C(=O)OC)c(-c2ccc(F)cc2)n2c1CS(=O)C2 (stereo not given)

(continued)
OX1R FRET antag	STK33 kinase inh	KCNQ2 inh	molecule
28	-1.0	i	CCOc1ccccc1/C=N/NC(=O)c1cccc(S(=O)(=O)N2CCOCC2)c1
19	-2.5	/	COCc1c(C(=O)OCc2nnc(-c3ccc([N+](=O)[O-])cc3)o2)oc2ccccc12
13	-0.3	i	COCc1ccc(C(=O)N2CCCC(C(=O)c3cccc(C(F)(F)F)c3)C2)o1 (stereo not given)
16	0.5	/	CC(C)CC1NC(=O)N(CC(=O)Nc2cc([N+](=O)[O-])ccc2F)C1=O (stereo not given)
/	-1.5	i	O=C(O)CCCN1C(=O)/C(=C\C(Cl)=C\c2ccccc2)SC1=S
14	-0.9	i	COc1ccc(NC(=O)CSc2n[nH]c(=O)n2Cc2ccccc2)cc1Cl
17	-1.9	i	COc1cc(C(C(=O)NC2CCCCC2)N(C(=O)Cc2c[nH]c3ccccc23)c2ccc(C)cc2)cc(OC)c1OC (stereo not given)
5	0.4	/	CCN1C(=O)NC(c2ccccc2)C1=O (stereo not given)
4	-2.5	i	O=C(Nc1ccncc1)c1cc(-c2ccccn2)nc2ccccc12
15	-1.8	i	CCc1ccc(NC(=O)c2cnn3c(C(F)F)cc(C)nc23)cc1
14	-5.7	i	COc1cnc(-c2ccccn2)nc1Oc1c(C)cccc1C
11	-0.9	i	CCOc1cccc(-c2cc(=O)[nH][nH]2)c1
58*	-0.1	i	Cc1ccc(Nc2nc(-c3cccnc3)cs2)cc1C
12	0.4	i	COc1ccc2[nH]c(=S)[nH]c2c1
23	0.3	i	COc1ccc(S(N)(=O)=O)cc1C(=O)NCCCN1CCN(c2cccc(Cl)c2)CC1
12	0.2	i	COc1ccc(/C=C2/SC(=O)N(CCC(=O)Nc3ccccc3)C2=O)cc1OC
24	-0.8	i	COc1ccc(-n2nc(C(=O)N(C)C3CCCCC3)c3ccccc3c2=O)c(OC)c1
3	-0.4	i	Cc1cc(=O)[nH]c(S)c1C#N
16	0.2	i	C=CCNC(=O)c1cc(=O)c2ccccc2o1
17	-1.6	i	CCCC1CCC(=NNC(=S)NCCc2ccccc2)CC1 (stereo not given)

Continued:
OX1R FRET antag	STK33 kinase inh	KCNQ2 inh	molecule
40	-0.8	i	CC(C)c1nnc(NC(=O)c2sc3ccccc3c2Cl)s1
1	-0.9	i	CCOc1ccccc1NC(=O)CSc1nnc(C2CC2)n1CC
0	-1.4	/	O=C(COC(=O)CNC(=O)c1ccccc1)NCCCc1ccccc1
23	-0.9	i	COc1ccc(OC)c(NC(=O)COC(=O)C2CCN(C(=O)c3ccc(Cl)cc3)CC2)c1
9	-1.1	i	Cc1ccc2nc(NCc3ccccc3)c(C=NCc3ccccc3)c(=O)n2c1
9	-0.9	i	O=C(NC1CCCC1)C(c1ccc(Cl)cc1)N(C(=O)c1csnn1)C1CC1 (stereo not given)
11	0.2	/	O=C(COC(=O)c1cc2ccccc2cc1O)NCc1ccccc1
1	0.4	i	COc1ccccc1CNC(=O)c1cccc2c1C(=O)N(Cc1cccnc1)C2
14	-0.7	i	COc1ccc(C(=O)/C=C/Nc2ccc(NC(C)=O)cc2)cc1OC
39	-1.6	i	COC(=O)c1[nH]c(C)c(/C(O)=C2\C(=O)C(=O)N(CCN3CCOCC3)C2c2cccs2)c1C (stereo not given)
19	-1.2	i	CCOC(=O)n1cc(C(=O)c2ccccc2O)cn1
4	0.4	i	CNC(=S)NNC(=O)c1cccn(Cc2cccc(Cl)c2)c1=O
6	-1.4	i	Cc1ccccc1C(=O)N1CCN(c2ccc(NC(=O)c3cccnc3)cc2)CC1

Ordered by molar mass (high to low): some entries from above.
OX1R FRET antag	STK33 kinase inh	KCNQ2 inh	molecule
39	-1.6	i	COC(=O)c1[nH]c(C)c(/C(O)=C2\C(=O)C(=O)N(CCN3CCOCC3)C2c2cccs2)c1C (stereo not given)
9	-0.9	i	O=C(NC1CCCC1)C(c1ccc(Cl)cc1)N(C(=O)c1csnn1)C1CC1 (stereo not given)
1	0.4	i	COc1ccccc1CNC(=O)c1cccc2c1C(=O)N(Cc1cccnc1)C2
40	-0.8	i	CC(C)c1nnc(NC(=O)c2sc3ccccc3c2Cl)s1

High-throughput results from PubChem BioAssay.
